HCT116 bCat-KO – beta-catenin-lacking colon tumor cell growth suppression. HCT116 beta-catenin knockout viability, CellTiter-Glo, 60 h; stronger effect = lower value. viability, % at 10 µM. 140,000 tested, 1.5% active;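 active = viability at or under a set limit, the compound median less 4 SD, cut at about 6% in these data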;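 also: 0% = Hyamine 1622 control at 20 µM and 100% = untreated cell control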
PTEN del growth – growth suppressors of cells with PTEN tumor suppressor deletion; HCT116 PTEN-null viability, CellTiter-Glo, 60 h; stronger effect = lower value; viability, % at 10 µM; 140,000 tested, 1.2% active; AID 827;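 active = viability at or below a set limit, 4 SD under the median of all tested compounds, cut at about 3.7% in these data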;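 also: PTEN knockout HCT116 line with beta catenin targeted HCT116 as companion control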
Yeast lifespan up – yeast lifespan extension; inhibition of the nicotinamide effect, % at 10 µM; 130,000 tested, 0.68% active; AID 775; S. cerevisiae growth with nicotinamide, OD615; deaD strain in restrictive glucose medium;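 active = inhibition above a set limit, placed 3 SD over the median of all compounds, cut at about 26% in these data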;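 also: 0% = nicotinamide-treated wells and 100% = cells grown without nicotinamide; some compounds called inactive have numbers as strong as hits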
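assay system = DeaD-strain S. cerevisiae | measured by = absorbance at 615 nm | probe or stimulus = nicotinamide 1.5 mM | buffer or medium = CSMM-D glucose medium, restrictive | times = 48 h at 30 °C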
Phagocyt inh – inhibitors of macrophage phagocytosis; 110,000 tested, 0.07% active; AID 1029; inhibition, % at 5 µM; J774A.1 macrophage IgG-bead phagocytosis, imaging;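 active = inhibition above the mean of the plate negative controls plus 5 SD, cut at about 13% in these data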;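 also: phagocytic index as fraction of beads internalized from green versus red external bead signal; plate controls were DMSO negative control for no effect and cytochalasin-D positive control for full effect; some results beyond the cut were filed as inactive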
Measles CPE – protection of cells from measles virus. Measles virus-infected cells, CPE protection, absorbance. protection (pct of control), % at 4 µM. 140,000 tested, 1.5% active. AID 841; in the data active = protection mostly above about 24%, no sharp cut-off; inactive = mostly below about 26%; also: some compounds called inactive have numbers as strong as hits
MRP-1 activ – MRP-1 activation; 140,000 tested, 0.61% active; H69AR cells + doxorubicin, viability rescue, CellTiter-Glo; viability increase, % at 10 µM;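 active = viability gain under doxorubicin at or above a set limit, the compound median plus 3 SD, cut at about 4.7% in these data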;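 also: MRP-1 overexpressing cells given doxorubicin 25 µM after compound pretreatment; 18-22 h compound pretreatment then 72 h with doxorubicin before readout; 0% = doxorubicin-only wells and 100% = vehicle-treated cells without doxorubicin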
BB579 growth dn – yeast BB579 growth reduction in restrictive medium; inhibition, % at 10 µM; S. cerevisiae BB579 growth, OD615, 48 h; 140,000 tested, 0.51% active; AID 804;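 active = inhibition above a set limit, 3 SD over the mean compound inhibition, cut at about 44% in these data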; also: inactives centre near -24
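Test system: S. cerevisiae DeaD strain BB579 yeast; Medium: restrictive CSMM-D medium; Compound: one dose, 10 µM compound with 0.25% DMSO; Incubation: 4 h cell preincubation, 48 h compound exposure, 30 °C humidified; Signal: OD at 615 nm; Benchmarks: amphotericin B at 10 µg/mL as positive control.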
NPY-Y2 antag – NPY-Y2 (human) receptor antagonism; 140,000 tested, 0.99% active; AID 793; NPY-Y2 expressing cells, antagonist mode; P49146; inhibition, % at 2.7 µM; in the data active = inhibition above about 17%;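 also: 0% = vehicle with agonist challenge and 100% = reference antagonist with challenge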
Target sequence (P49146 whole entry, looked up): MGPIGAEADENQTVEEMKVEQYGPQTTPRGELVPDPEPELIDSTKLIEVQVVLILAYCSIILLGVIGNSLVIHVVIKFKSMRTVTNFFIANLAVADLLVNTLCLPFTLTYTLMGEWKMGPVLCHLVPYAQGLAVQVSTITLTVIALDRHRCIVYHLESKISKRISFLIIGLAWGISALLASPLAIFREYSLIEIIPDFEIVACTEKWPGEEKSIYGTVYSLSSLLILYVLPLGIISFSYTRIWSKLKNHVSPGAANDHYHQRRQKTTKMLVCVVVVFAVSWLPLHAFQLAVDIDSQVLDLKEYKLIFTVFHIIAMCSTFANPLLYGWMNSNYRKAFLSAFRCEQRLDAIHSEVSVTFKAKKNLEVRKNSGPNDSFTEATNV
GALR2 antag – GALR2 (human) receptor antagonism. O43603. GALR2-expressing cells, antagonist mode. inhibition, % at 4 µM. 140,000 tested, 0.39% active. AID 828; in the data active = inhibition above about 27%;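 also: cells stimulated with galanin 1-16 at roughly its EC80; 0% = agonist challenge control and 100% = basal control without agonist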
Target sequence (O43603 whole entry, looked up): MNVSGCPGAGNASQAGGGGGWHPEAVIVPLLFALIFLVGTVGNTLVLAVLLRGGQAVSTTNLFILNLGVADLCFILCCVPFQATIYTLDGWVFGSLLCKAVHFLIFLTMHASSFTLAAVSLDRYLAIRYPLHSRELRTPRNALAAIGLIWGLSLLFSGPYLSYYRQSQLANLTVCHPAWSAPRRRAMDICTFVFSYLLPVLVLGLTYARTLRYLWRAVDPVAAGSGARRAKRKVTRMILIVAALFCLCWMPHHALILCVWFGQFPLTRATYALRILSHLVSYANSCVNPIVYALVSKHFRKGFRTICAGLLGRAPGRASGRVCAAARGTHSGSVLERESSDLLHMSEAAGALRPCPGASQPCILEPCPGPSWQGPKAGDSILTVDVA
E-sel TNF inh – TNF alpha driven E-selectin expression inhibition. HUVEC TNFa-induced E-selectin immunofluorescence, high content. inhibition, % at 2 µM. AID 1246. 120,000 tested, 0.71% active;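 active = inhibition above the batch mean plus 3 SD, and confirmed as a hit on visual image review, cut at about 43% in these data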;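 also: 0% = TNF-stimulated DMSO wells and 100% = unstimulated control wells; not every result past the cut was called active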
Numbers without * were called inactive; / = not tested or not shown.

SMILES	HCT116 bCat-KO	PTEN del growth	Yeast lifespan up	Phagocyt inh	Measles CPE	MRP-1 activ	BB579 growth dn	NPY-Y2 antag	GALR2 antag	E-sel TNF inh
Cc1nn(C)cc1CNC(=O)c1cccc(Br)c1	97	81	/	/	8	-1.7	-23	1	3	-3
O=C(/C=C/N1CCOCC1)c1ccc(-c2ccccc2)cc1	82	66	-32	-2	2	-1.8	99*	3	3	-11
Cc1ccc(-c2noc(CC(c3ccccc3)c3ccccc3)n2)cc1	94	77	-12	2	6	1.1	-10	5	1	11
CCCn1nnnc1SCC(=O)N1CCN(C(=O)c2ccco2)CC1	89	88	-14	0	16	-0.1	-10	2	0	-16
CCOC(=O)c1[nH]c(C)c(/C(O)=C2\C(=O)C(=O)N(CCN(C)C)C2c2ccncc2)c1C (configuration not stated)	78	80	-5	-1	14	-0.8	17	3	-1	-15
CC(=O)c1cccc(NC(=O)C2CC(c3ccc(F)cc3)=NO2)c1 (configuration not stated)	89	100	-4	0	7	-0.6	-72	2	2	15
O=C1c2cccnc2C(=O)N1Cc1ccc2c(c1)OCO2	100	108	-1	2	2	-0.7	-46	2	1	-10
Cc1ccc(C2NC(=O)NC(O)(C(F)(F)F)C2C(=O)c2cccs2)o1 (configuration not stated)	96	95	/	/	5	-0.5	10	1	3	10
COC(=O)CCC(=O)Nc1sc(C)c(C)c1C(N)=O	100	101	-2	-2	3	-1.0	-13	1	5	-26
COC(=O)c1cc(CSc2nnc(NC3CCCCC3)s2)oc1C	63	72	1	5	10	-1.3	-3	15	2	/
Cc1nn(-c2ccccc2)c2c1C(c1ccc(Cl)cc1)N(c1ccccc1)C(=O)N2 (configuration not stated)	72	72	2	-6	18	-0.6	-12	0	13	/
CC1(C)C(c2cccs2)=[N+]([O-])C2(CCCCC/C2=N\O)N1O (configuration not stated)	89	87	0	-1	2	-3.0	25	-1	-4	-27
CC(=O)Nc1ccc(OC(=O)C(CCS(C)(=O)=O)N2C(=O)c3ccccc3C2=O)cc1 (configuration not stated)	87	100	0	-1	12	-0.9	-34	-1	-5	-4
Cc1cc(O)c(C(C)C)cc1NC(=O)c1ccccc1Cl	90	92	4	-10	4	-0.7	-31	4	-11	-9
CC(C)N(c1nnc(N)s1)C(C)C	98	105	/	/	21	-0.4	-38	4	1	5
O=C(N/N=C/c1ccc(O)cc1)c1cc(-c2ccc3c(c2)OCO3)n[nH]1	74	87	1	-8	7	0.0	-23	3	20	/
CCOC(=O)CSc1nc2cc(OC)ccc2cc1C#N	19	28	-15	-2	2	-5.4	-31	5	9	100*
Cc1cc(C)c(N=C2CCCN2Cc2ccccc2)c(C#N)c1	78	87	/	/	17	-2.4	-13	12	-2	-17
O=C(COC(=O)c1ccc2ccccc2c1)NCCCc1ccccc1	95	100	-2	-8	13	-1.0	-14	11	2	-9
CC1CN(C(=O)c2ccc(CNS(=O)(=O)c3cccc(C(F)(F)F)c3)cc2)CC(C)O1 (configuration not stated)	90	88	/	/	9	-1.4	-36	0	0	-13
O=C(OCCN1CCOCC1)c1ccc(OCCN2CCOCC2)cc1	87	88	-4	-1	3	-0.4	-19	6	-4	9
C=CCn1c(C(CCCC)CC(C)O)n[nH]c1=S (configuration not stated)	94	101	0	-13	34	-1.2	-41	2	2	/
Fc1ccc(-n2c(Cc3ccccc3)nnc2SCc2nc(-c3cccs3)no2)cc1	48	66	3	0	7	-0.8	-55	5	5	-15
CCN(CC)CCNC(=O)COc1ccc(Cl)cc1Cl	100	113	-11	/	21	0.9	5	1	6	-3
Cc1ccc(-n2nnnc2SCC(=O)NC2CCCc3ccccc32)c(C)c1 (configuration not stated)	94	87	-2	0	3	0.7	-47	5	2	1

Further entries
SMILES	HCT116 bCat-KO	PTEN del growth	Yeast lifespan up	Phagocyt inh	Measles CPE	MRP-1 activ	BB579 growth dn	NPY-Y2 antag	GALR2 antag	E-sel TNF inh
CCOc1ccc(CCNS(=O)(=O)c2c(C)n[nH]c2C)cc1OCC	88	91	-11	-2	4	-1.9	-6	1	-1	/
Cc1ccc(NC(=O)/C(C#N)=C/c2ccccc2C(F)(F)F)cc1	76	93	8	-1	15	-0.8	-30	1	-9	11
Cn1c(=O)c2cc(S(=O)(=O)NCCC(=O)NCc3ccccc3Cl)ccc2n(C)c1=O	89	89	-17	-4	6	-4.1	-37	2	14	/
Cc1ccccc1-c1nc(CN2CCC(C(=O)NCCCN3CCCC3)CC2)c(C)o1	54	57	-18	-1	3	-5.5	-21	3	-2	5
O=S(=O)(c1ccccc1)N1CCC(O)(CSc2ccc(Cl)cc2)CC1	17	29	1	/	10	-1.4	-39	3	2	-14
CCOc1ccccc1NC(=O)CSc1nc(N)c(C#N)cc1C#N	95	91	0	-3	4	-1.8	-30	1	-3	56
OC(CNCc1ccccc1)(c1ccc(F)cc1)c1ccc(F)cc1	54	71	4	-1	8	-0.8	-72	9	-10	/
O=C(NNC(=O)C1CC1c1ccccc1)Nc1ccccc1 (configuration not stated)	87	95	7	-4	7	3.2	-35	4	5	7
COCCNC(=O)/C(C#N)=C1\N=C(N)c2ccccc21	99	96	-3	-3	9	-2.6	1	5	11	39
CCN1C(=O)C(Cc2nc3ccccc3c(=O)n2C)c2ccccc21 (configuration not stated)	91	90	-19	1	5	-5.2	-31	-2	-4	5
CN=C1SC(CC(=O)Nc2sc3c(c2C#N)CCCC3)C(=O)N1C (configuration not stated)	93	91	-6	/	12	-2.0	-25	0	2	-16
Cc1ccc(NC(=O)c2ccc(OC(=O)C(C)Oc3ccc(Cl)cc3C)cc2)cc1 (configuration not stated)	90	84	6	18	13	-1.3	-20	-1	3	/
Cc1ccc(Cl)cc1N1CCN(S(=O)(=O)c2cccc(S(=O)(=O)N3CCCC3)c2)CC1	75	77	-9	-3	12	0.0	-48	6	2	-17
O=c1n(Cc2ccccc2F)c2ccccc2n1Cc1ccccc1F	87	75	/	/	19	-1.1	-35	10	16	-4
CCSC1=C(C#N)C(=O)n2c1cc1c2CCCC1	92	94	35	0	3	-0.9	-44	3	-11	2
COC(=O)c1[nH]c2ccc(F)cc2c1NC(=O)CCN1CCN(C(=O)c2ccco2)CC1	79	95	0	2	5	-1.3	-42	1	-6	-47
Cc1ccc(-c2c(C(=O)N(C)Cc3ccccc3)oc(=O)c3ccccc23)cc1	73	70	5	2	8	-1.9	-20	34*	-7	-30
O=C1c2cccc3cccc(c23)C(=O)N1CCN1CCN(C(=S)Nc2ccc(F)cc2)CC1	91	86	0	-6	5	-0.2	-45	1	-22	/
COC(=O)CSc1ccc(S(=O)(=O)N2CCC(C)CC2)cc1[N+](=O)[O-]	89	94	5	-2	6	0.1	-35	0	6	5
CCCN1CNC(=S)N(c2ccccc2OC)C1	99	111	0	-14	10	-2.0	5	4	3	/
CCC(=O)N(C)CCc1cc2c(c(OC)c1/C=N/NC(=O)c1ccc(Br)cc1)OCO2	93	91	2	-12	4	-1.3	-37	6	0	/
CN(C)CCOCCOc1ccccc1-c1ccccc1	99	90	-14	3	3	-3.4	-8	6	4	-13
O=C(COC(=O)CCc1ccc(S(=O)(=O)N2CCOCC2)cc1)NC1CCCCCC1	94	107	1	3	12	0.2	-18	0	8	/
CC(C)CC(c1nnnn1CC1CCCO1)N1CCN(Cc2ccc3c(c2)OCO3)CC1 (configuration not stated)	101	97	-7	/	20	0.5	-36	1	-7	-17
C=CCn1c(N)cc(=O)nc1SCC(=O)N1CCN(c2ccc(F)cc2)CC1	86	94	-12	0	9	0.3	-23	2	12	-39

Later entries
SMILES	HCT116 bCat-KO	PTEN del growth	Yeast lifespan up	Phagocyt inh	Measles CPE	MRP-1 activ	BB579 growth dn	NPY-Y2 antag	GALR2 antag	E-sel TNF inh
O=C(NNC(=S)NC1CCCCC1)c1cccc(S(=O)(=O)Nc2ccccc2Cl)c1	93	99	2	-11	24	-0.9	-25	5	9	/
CCCn1nnc(NC(=O)c2ccc(-c3cccc(Cl)c3)o2)n1	99	100	-29	/	3	0.0	-16	3	2	-4
c1ccc(Nc2nc(-c3ccncc3)nc3ccccc23)cc1	91	89	-9	-8	22	0.5	-16	0	3	8
O=C(NCC1CCCO1)c1ccc(S(=O)(=O)N2CCC(c3nc4ccc(Cl)cc4[nH]3)CC2)cc1 (configuration not stated)	23	26	/	/	0	-2.5	-42	4	2	4
COc1ccc(NC(=S)NCc2ccc3c(c2)cc(C)n3C)cc1	50	58	-2	/	9	-3.1	-38	2	-2	-2
Cc1ccc(C(=O)OCC2OC3OC(C)(C)OC3C2O)cc1 (configuration not stated)	90	84	-2	-8	10	-1.4	-30	4	-4	/
COC(=O)c1ccc(/C=N\n2c(C)nnc2C)cc1	92	85	27*	0	16	-1.7	17	1	-5	8
CCCn1c(N)c(C(c2ccc(C(=O)OC)cc2)N2CCN(c3ccccc3)CC2)c(=O)[nH]c1=O (configuration not stated)	91	86	-14	0	42*	-4.4	2	0	5	7
CCn1c2ccc(Cl)cc2c2nc3ccccc3nc21	79	90	-22	4	13	-3.6	1	0	5	10
Cc1ccc(CNC(=O)c2cc3c(=O)n(C)c4ccccc4c3n2C)cc1	93	95	-8	/	6	0.4	34	-1	-8	13
CC1CC2=C(C(=O)O1)C(c1ccccc1)Nc1ccccc1N2 (configuration not stated)	95	110	-1	-5	1	-0.7	19	0	-1	/
COC(=O)C1=C(C)Nc2nnnn2C1c1ccccc1Cl (configuration not stated)	96	92	/	/	16	-1.9	22	0	0	-18
CC(OC1=CC(=O)CCC1)C(=O)c1ccccc1 (configuration not stated)	96	111	-22	187*	2	-3.2	1	0	-5	13
CN(C)c1oc(-c2ccc(OCc3ccccc3)cc2)nc1C#N	95	93	-20	-2	4	4.7*	-24	7	-3	/
O=C(NC1CCCCC1)N(CCN1CCOCC1)Cc1cc2cc3c(cc2[nH]c1=O)OCCO3	90	87	-18	-1	2	-4.0	-12	1	1	/
CC(/C=C/c1ccccc1)=N/NC(=O)c1cnccn1	103	92	/	/	6	-0.9	-25	0	-7	-8
CCOC(=O)C1=C(O)C(=O)N(c2ccc(S(N)(=O)=O)cc2)C1c1ccc(Cl)cc1 (configuration not stated)	92	97	-24	/	3	-2.3	2	3	-10	-6
O=C(CC1C(=O)N(c2ccccc2)C(=O)N1C1CCCCC1)Nc1ccccc1 (configuration not stated)	96	97	-12	-2	47	-1.7	-56	0	6	12
N#CC12CCCCC1CC1CCCCC1(C#N)N2CCO (configuration not stated)	86	96	-7	-1	5	0.2	-38	-2	-13	23
